ABCB1 inh – blocks JC-1 efflux by human ABCB1 transporter. P08183. CCRF-Adr cells, flow cytometry. inhibition, % at 6.6 µM. 0.067% of 190,000 active; in the data active = inhibition above about 40%;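 also: 0% = vehicle and 100% = reference inhibitor; higher value means more JC-1 retained so stronger ABCB1 efflux block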
Target sequence (P08183 whole entry, looked up): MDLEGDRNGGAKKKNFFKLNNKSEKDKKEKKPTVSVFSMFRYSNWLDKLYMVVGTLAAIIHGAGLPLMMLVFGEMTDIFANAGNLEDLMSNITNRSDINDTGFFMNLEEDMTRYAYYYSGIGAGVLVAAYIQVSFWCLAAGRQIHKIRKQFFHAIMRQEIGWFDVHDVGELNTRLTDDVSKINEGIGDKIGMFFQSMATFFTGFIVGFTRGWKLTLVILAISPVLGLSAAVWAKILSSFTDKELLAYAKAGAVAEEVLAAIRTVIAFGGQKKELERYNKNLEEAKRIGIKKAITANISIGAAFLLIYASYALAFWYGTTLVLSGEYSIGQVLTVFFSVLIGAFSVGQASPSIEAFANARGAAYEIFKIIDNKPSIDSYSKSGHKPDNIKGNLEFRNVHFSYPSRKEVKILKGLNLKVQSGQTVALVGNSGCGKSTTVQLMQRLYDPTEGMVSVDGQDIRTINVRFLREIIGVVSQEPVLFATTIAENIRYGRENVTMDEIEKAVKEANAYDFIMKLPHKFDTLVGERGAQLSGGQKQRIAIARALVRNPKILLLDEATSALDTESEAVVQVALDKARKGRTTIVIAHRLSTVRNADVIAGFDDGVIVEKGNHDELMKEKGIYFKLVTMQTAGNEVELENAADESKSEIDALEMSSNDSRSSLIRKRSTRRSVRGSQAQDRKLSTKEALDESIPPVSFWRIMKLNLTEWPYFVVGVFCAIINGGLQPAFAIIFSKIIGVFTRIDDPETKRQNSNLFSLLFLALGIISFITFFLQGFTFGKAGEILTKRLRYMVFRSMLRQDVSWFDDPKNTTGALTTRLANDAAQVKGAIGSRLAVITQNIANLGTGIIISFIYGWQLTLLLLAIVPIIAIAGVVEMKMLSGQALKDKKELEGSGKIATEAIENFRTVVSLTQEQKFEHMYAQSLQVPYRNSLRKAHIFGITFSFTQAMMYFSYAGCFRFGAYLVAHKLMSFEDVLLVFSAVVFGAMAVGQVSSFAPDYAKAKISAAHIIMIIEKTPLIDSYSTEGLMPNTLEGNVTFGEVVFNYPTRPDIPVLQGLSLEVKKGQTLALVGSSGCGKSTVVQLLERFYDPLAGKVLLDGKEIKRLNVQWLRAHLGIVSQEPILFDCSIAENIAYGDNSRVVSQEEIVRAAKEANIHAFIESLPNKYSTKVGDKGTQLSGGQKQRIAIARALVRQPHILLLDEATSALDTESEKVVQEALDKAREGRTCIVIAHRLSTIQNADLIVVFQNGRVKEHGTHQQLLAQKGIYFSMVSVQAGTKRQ
Bim-Mcl-1 – inhibitors of Bim-Mcl-1 interaction, human | Bead-based flow cytometry, Bim peptide-Mcl-1 binding | Q07820 | inhibition, % at 10 µM | AID 1009 | 0.1% of 190,000 active; in the data active = inhibition above about 40%;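 also: 0% = no compound tracer wells and 100% = peptide blocker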
RGS8-Gao reg – modulates binding of RGS8 to human Galphao | P09471 | multiplexed bead flow cytometry; actives lie on both sides | response (percent of control binding), % at 10 µM | 0.34% of 220,000 active; in the data active = response below about 60% or above about 140%; inactive = in between;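 also: Galphao activated as the GDP aluminium fluoride complex binding bead-coupled RGS8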
Avidin bead fluor – compound fluoresces at 488/530 nm on avidin beads. compound fluorescence 488/530 nm, flow cytometry; stronger effect = higher value. fluorescence (KMESF) at 10 µM. 0.38% of 220,000 active. AID 1775; in the data active = fluorescence above about 47; also: inactives centre near 10
ABCG2 inh – inhibitors of human ABCG2 transporter, ABCB1 counter-screen | inhibition, % at 6.6 µM | IgMXP3 cells, JC-1 efflux, flow cytometry | 0.1% of 190,000 active | Q9UNQ0;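 active = inhibition above 80%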;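 also: 0% = DMSO and 100% = nicardipine control wells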
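System: two drug-resistant human cell lines, ABCG2 and ABCB1; controls: nicardipine high and DMSO low controls; times: 10 min exposure at 25 °C with rotation, no wash; detection: flow cytometry of retained JC-1 fluorescence; read-out basis: percent efflux inhibition, scaled nicardipine 100% to DMSO 0%; doses: one concentration, 6.6 µM final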
RGS4-Gao reg – human RGS4-Galphao interaction regulation; Multiplexed bead flow cytometry, RGS4-Galphao binding; actives lie on both sides; P09471; binding response (% of control), % at 10 µM; 0.33% of 220,000 active; in the data active = binding response below about 49% or above about 150%; inactive = in between;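 also: fluorescent Galphao activated with aluminum fluoride binding bead-coupled RGS4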
Mcl1-Noxa inh – disrupts binding of human Mcl-1 to Noxa peptide; Q07820; 1.5% of 220,000 active; inhibition, % at 21.7 µM; TR-FRET Mcl-1/Noxa peptide binding, 2 h;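 active = compounds that cut the protein-peptide binding signal by more than 50% relative to plate controls in a single-dose test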;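 also: His-tagged Mcl-1 with rhodamine Noxa BH3 peptide and terbium anti-His antibody; 0% = Mcl-1 plus Noxa peptide wells and 100% = peptide-only wells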
Pf gamet viab – kills late stage P. falciparum gametocytes | P. falciparum stage V gametocytes, ATP luminescence, 24 h | inhibition, % at 10.9 µM | 0.065% of 150,000 active | AID 743093;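 active = inhibition above the mean plus 3 SD of compounds within the control limits, set per campaign, cut at about 38% in these data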;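 also: 0% = DMSO wells and 100% = medium only without gametocytes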
RGS7-Gao – regulators of human RGS7-Galphao interaction; 0.35% of 220,000 active; Multiplexed bead flow cytometry, RGS7-Galphao binding; actives lie on both sides; binding response (% of control), % at 10 µM; P09471; in the data active = binding response below about 49% or above about 150%; inconclusive = no clear call, values can overlap the other calls; inactive = in between;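 also: fluorescent Galphao held in activated GDP-AlF4 state binding bead-coupled RGS7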
Mcl1 Bid PPI – disrupts binding of human Mcl-1 to Bid peptide | Q07820 | TR-FRET Mcl-1/Bid-Dy647 peptide binding, 1536-well | inhibition, % at 21.7 µM | 0.97% of 220,000 active;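 active = compounds that cut the binding signal by more than half at the single screening dose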;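 also: His-tagged Mcl-1 with europium anti-His antibody binding Bid BH3 peptide; 0% = Mcl-1 plus peptide wells and 100% = peptide-only wells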
GSH fluor – compound fluoresces at 488/530 nm on GSH beads. 0.25% of 190,000 active. fluorescence (KMESF) at 10 µM. GSH beads flow cytometry, compound fluorescence 488/530 nm; stronger effect = higher value; in the data active = fluorescence above about 89;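 also: glutathione beads carrying GST-tagged Bcl family fusion proteins plus one bare bead set; values are compound well signal with DMSO vehicle wells as background; inactives centre near 16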
* = called active by the depositor; u = inconclusive; x = not tested or not shown. Compounds as they come (roughly 3.3% active in at least one column).

SMILES	ABCB1 inh	Bim-Mcl-1	RGS8-Gao reg	Avidin bead fluor	ABCG2 inh	RGS4-Gao reg	Mcl1-Noxa inh	Pf gamet viab	RGS7-Gao	Mcl1 Bid PPI	GSH fluor
O=C(COc1ccc(N2CC(C(=O)O)CC2=O)cc1)Nc1cccc(C(F)(F)F)c1 (centres undefined)	0.8	0	103	29	-2	102	6	-27	101	4	24
NS(=O)(=O)c1ccc(CCNc2nc(CN3CCCCC3)nc3sc4c(c23)CCC4)cc1	-0.3	-4	100	16	2	100	21	x	96	-16	33
CC(=O)c1ccc(NC(=O)C(C)OC(=O)c2ccc3c(c2)nc(C)n3-c2ccccc2)cc1 (centres undefined)	18	-6	132	6	19	112	1	3	110	-4	13
CCC(C)NC(=O)Cn1c(=O)n(-c2ccccc2)c(=O)c2ccc(C(=O)NCc3ccco3)cc21 (centres undefined)	1.0	-1	99	7	19	100	-26	x	95	6	15
O=C(COC(=O)c1cc(S(=O)(=O)NCc2ccccc2)ccc1O)c1cc2ccccc2o1	x	x	100	9	x	98	9	9	u	-10	x
C=CCn1c(=O)c(C(=O)NCCN(CC)CC)c(O)c2ccccc21	0.8	-3	103	7	1	104	4	x	104	11	18
CCOC(=O)N1CCN(C(=O)Nc2ccc(Cl)cc2Cl)CC1	1.0	1	100	14	6	99	-2	x	101	-22	47
Cc1ccc2oc(=O)c3cnn(CC(=O)NCCC(C)C)c3c2c1	0.2	-2	101	20	7	97	-3	x	100	-13	15
Cc1cc(C(=O)NCCC2=CCCCC2)no1	-1.1	-4	103	13	3	107	-1	34	102	-10	33
COCCn1nnnc1C(CC(C)C)N1CCN(c2cccc(OC)c2)CC1 (centres undefined)	-0.4	-10	104	28	8	101	19	16	103	1	21
O=C(C1=C[C@H](c2csc3ccccc23)C[C@H](OCc2ccc(CO)cc2)O1)N1CCN(Cc2ccc3c(c2)OCO3)CC1	5.7	-3	92	5	3	92	-11	x	83	0	19
COC(=O)C1=C(CSCc2ccccc2)NC(=O)NC1c1cc(C)ccc1C (centres undefined)	0.4	-5	101	27	2	98	-1	x	98	-23	13
COc1cccc(CC(=O)Nc2nc(C)cs2)c1	0.2	-21	105	27	0	105	-12	3	104	-13	9
COc1cc(/C=N/NC(=O)c2cccc([N+](=O)[O-])c2)ccc1OCc1ccccc1	-0.1	-1	97	23	2	98	21	x	99	-23	10
CCOC(=O)CN1C(=O)N[C@@H](c2ccccc2)C(C(C)=O)=C1C	2.4	2	87	6	8	102	8	x	103	2	19
CCn1c(C)nc2cc(C(=O)OCCC(F)(F)F)ccc21	1.5	-1	94	31	53	94	-12	x	93	2	20
CCOC(=O)c1ccc(NC(=S)Nc2ccccc2)cc1	0.4	-9	99	13	1	99	2	18	100	-29	9
Cc1ccc2c(C(=O)CN3CCCCC3CCO)c(C)[nH]c2c1 (centres undefined)	0.5	-2	97	10	2	98	9	x	105	-38	8
CN(C)c1ccc(C(=O)C(O)c2ccc(C(C)(C)C)cc2)cc1 (centres undefined)	0.1	0	98	19	0	101	-6	x	100	-12	25
COc1ccc(N(CC(=O)NC2CCCCC2)S(=O)(=O)c2cccnc2)cc1	3.0	-1	80	2	5	79	6	x	83	-9	23
Cc1ccc(C2=NN(C3=NN=C(N)Cc4ncnn43)C(O)(C(F)(F)F)C2)cc1 (centres undefined)	0.4	2	104	11	1	103	-27	10	100	-19	19
C=CCn1c(C)cc(C(=O)COC(=O)c2ccc3c(c2)NC(=O)CS3)c1C	4.7	-4	93	11	5	99	32	0	101	-68	6
CC(C)Oc1snc(Cl)c1C(N)=O	0.3	0	96	5	2	99	8	x	103	-13	61
CCCCN(NC(C)=O)c1nc(Cl)nc(NC(C)C)n1	0.0	3	102	8	0	100	5	-7	99	-8	4
O=C(NC1(C(F)(F)F)N=C(c2ccccc2)NC1=O)c1ccccc1 (centres undefined)	1.3	-4	106	6	5	106	16	-9	105	-6	11
COc1ccc(-c2nc(N)n(C(=O)c3ccc(C)cc3)n2)cc1	0.3	-4	100	12	2	103	11	11	100	0	5
Clc1ccccc1N=C1SCCS1	x	x	104	8	x	104	-11	2	u	-31	x
O=S(=O)(Cc1ccccc1Cl)N1CCCCC1	0.6	-6	101	35	7	101	12	7	101	11	27
O=C(NC12CC3CC(CC(C3)C1)C2)c1ccc(-c2ccc(Cl)cc2)o1	-0.3	-1	108	13	1	106	-7	9	108	-28	20
CC(=O)Nc1ccc(S(=O)(=O)N(C)c2ccc(OCC(=O)OCC(=O)Nc3ccc(OC(F)F)cc3)cc2)cc1	x	x	102	11	x	100	4	1	u	0	x
COc1ccc(N2CCN(C(c3ccccc3)c3sc4nc(C)nn4c3O)CC2)cc1 (centres undefined)	x	x	99	8	x	94	23	x	u	-115	x
COC(=O)c1sc2cc(C(F)(F)F)cnc2c1-c1ccccc1	0.3	0	100	14	2	97	12	x	98	-6	20
Cn1c(NC(=O)c2ccccc2C(F)(F)F)cc(=O)n(C)c1=O	-2.6	2	102	7	-2	99	1	x	95	0	24
O=C(CN(Cc1ccccc1)C1=NCCS1)c1ccccc1	0.8	-4	101	11	7	99	10	8	101	-2	11
CC(C)(C)NC(=O)COc1ccc(CNCc2ccccn2)cc1	0.2	0	102	21	0	100	9	-10	100	-6	11
Cc1ccc(C(=O)NC(=C(Cl)Cl)S(=O)(=O)c2ccc(C)cc2)cc1	-0.7	-3	100	15	-3	103	-9	-26	102	-15	16
CC(C)NC(=O)CN1CCN(Cc2nc(-c3cccs3)no2)CC1	0.9	-9	100	3	8	94	-7	-7	90	-28	17
Cn1ncc2c(O/N=C(\N)c3ccc(C(F)(F)F)cc3)ncnc21	x	x	98	8	x	91	-3	1	u	3	x
COc1ccc(Oc2c(C)oc3cc(OC(=O)N4CCOCC4)ccc3c2=O)cc1	0.2	0	100	13	6	95	12	1	100	-10	13
O=C(CN1CCN(S(=O)(=O)c2ccc(Br)cc2)CC1)N/N=C/c1ccco1	-0.1	-2	121	10	-2	106	8	x	107	-8	17

Continued, overlapping the part above by 2 compounds.
SMILES	ABCB1 inh	Bim-Mcl-1	RGS8-Gao reg	Avidin bead fluor	ABCG2 inh	RGS4-Gao reg	Mcl1-Noxa inh	Pf gamet viab	RGS7-Gao	Mcl1 Bid PPI	GSH fluor
COc1ccc(Oc2c(C)oc3cc(OC(=O)N4CCOCC4)ccc3c2=O)cc1	0.2	0	100	13	6	95	12	1	100	-10	13
O=C(CN1CCN(S(=O)(=O)c2ccc(Br)cc2)CC1)N/N=C/c1ccco1	-0.1	-2	121	10	-2	106	8	x	107	-8	17
COc1cc(/C=C2/SC(N)=NC2=O)ccc1Oc1ccc([N+](=O)[O-])cc1[N+](=O)[O-]	-2.2	-4	83	24	-13	87	60*	x	80	67*	17
CCOC(=O)C1CCCN(Cc2ccccc2OCC)C1 (centres undefined)	1.4	-3	96	12	16	90	16	11	92	98*	27
COc1ccc(-n2c(SCC(=O)Nc3cc(C)on3)nc3ccccc3c2=O)cc1Cl	4.4	0	101	10	4	99	-2	-6	u	8	18
CC(C)c1nnc(NC(=O)C2CCN(c3nc4ccccc4s3)CC2)s1	1.1	-1	94	36	7	95	-2	x	95	9	23
Cc1cccc(C)c1OCCSc1n[nH]c(N)n1	0.7	-3	101	16	4	102	13	25	100	0	13
CCc1ccc(/C=C/C(=O)c2cc(Br)ccc(=O)c2O)cc1	-0.5	12	94	13	-1	100	34	x	102	22	19
Cc1cc(NC(=O)c2c(Br)c(C)nn2C)no1	1.1	3	86	1	10	96	18	x	101	-12	8
CCN=C1S/C(=C\c2ccc(N3CCOCC3)cc2C)C(=O)N1CC	x	-2	100	16	13	95	13	-15	101	-60	10
Cc1ccc(/C=C2\SC(=S)N(CCCC(=O)NNC(=O)c3ccccc3O)C2=O)cc1	x	x	103	6	x	106	16	-5	u	-10	x
COc1ccc(CCNC(=O)CSc2nnc(-c3ccc(F)cc3)o2)cc1OC	0.3	-1	101	10	2	102	2	-9	101	-10	6
COc1ccc(-c2ccccc2)cc1NCc1ccc(OC)c(OC)c1	0.0	-6	98	14	-1	96	26	-15	98	-14	12
COc1ccc(/C=C/C(=O)NCC(=O)N/N=C(/CCC(=O)O)c2ccccc2)cc1	x	x	101	5	x	98	-4	-45	u	-46	x
Cc1nc(-c2cccc(S(=O)(=O)N3CCCC(C)C3)c2)cs1 (centres undefined)	0.5	0	81	10	1	94	9	x	93	-8	57
O=C(O)CNc1ccc(S(=O)(=O)C(F)(F)F)cc1[N+](=O)[O-]	x	x	103	6	x	104	22	10	u	-15	x
Cc1ccc(/C=N/Nc2nnc(Cl)c3ccccc23)cc1	0.9	-5	87	3	6	95	7	-25	98	-3	20
C=CCOC(=O)C1=C(C)Nc2[nH]c(=O)[nH]c(=O)c2C1c1ccccc1 (centres undefined)	0.7	0	114	24	1	113	19	9	112	-35	12
C/C=C/c1ccc(OCCCCNCc2ccco2)c(OC)c1	1.2	5	113	7	0	106	6	2	108	-17	12
O=C(/C(=C(\[O-])c1ccccc1)[n+]1ccc2ccccc2c1)c1ccc(Cl)cc1	0.2	1	103	4	0	103	7	-1	105	-67	6
CCOC(=O)c1cc[n+](CC(=O)c2ccc(F)cc2)cc1	0.8	-2	100	19	1	100	16	15	101	8	9
Cc1cccc(C)c1NC(=S)N(Cc1cccnc1)Cc1ccccc1Cl	0.6	-3	103	11	-1	103	10	19	100	-30	11
CC(C)NC(=O)c1onc(CSc2ccc(F)c(F)c2)c1C(=O)O	1.1	2	88	7	5	92	28	x	92	14	40
O=C(COc1ccc([N+](=O)[O-])cc1)N(Cc1ccccc1)Cc1ccccc1	1.5	-5	104	13	7	100	7	8	100	-5	7
CCOC(=O)c1c(C)[nH]c(C)c1C(=O)CSc1nc2ccccc2c(=O)n1-c1ccc(C)cc1	17	-2	99	7	15	97	-119	x	96	-8	12
O=C(Nc1cccc(-c2ccc3nncn3n2)c1)c1ccco1	0.0	41*	100	23	3	100	-6	-3	98	-9	3
CN(N=Nc1ccc([N+](=O)[O-])cc1)c1ccccc1	2.6	-3	100	4	33	101	24	4	103	7	10
O=S(=O)(O)CCN1CCOCC1	-0.7	0	98	8	28	98	10	-8	92	-40	13
CCOc1ccccc1Oc1coc2cc(O)ccc2c1=O	1.0	-2	100	16	6	101	-1	31	101	-68	23
Cc1cccn2c(=O)c3cc(C(=O)N4CCN(C(=O)c5ccco5)CC4)n(C)c3nc12	0.7	2	97	22	1	102	10	x	99	-4	9
CCOC(=O)N1CCN(c2cc(N)c([N+](=O)[O-])cc2F)CC1	0.1	1	103	36	1	102	13	x	103	-6	16
CCCCC1CC(CSc2ncn[nH]2)OC1=O (centres undefined)	0.8	1	100	34	3	102	-2	x	100	-2	22
COc1ccc(CNC(=O)CSc2nnc(-c3ccc(NC(C)=O)cc3)n2C)cc1	-0.4	0	99	9	-1	94	5	-2	94	-26	27
